PREPL inh: inhibits the human prolyl oligopeptidase-like enzyme | inhibition, % at 5.96 µM | Q4J6C6 | recombinant PREPL, fluorescence polarization activity-based probe | hit rate 0.68% among 320,000; in the data active = inhibition above about 43%;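 also: 0% = enzyme with DMSO and 100% = wells lacking enzyme; many of its hits are not listed in these tables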
Target sequence (Q4J6C6 whole entry, looked up): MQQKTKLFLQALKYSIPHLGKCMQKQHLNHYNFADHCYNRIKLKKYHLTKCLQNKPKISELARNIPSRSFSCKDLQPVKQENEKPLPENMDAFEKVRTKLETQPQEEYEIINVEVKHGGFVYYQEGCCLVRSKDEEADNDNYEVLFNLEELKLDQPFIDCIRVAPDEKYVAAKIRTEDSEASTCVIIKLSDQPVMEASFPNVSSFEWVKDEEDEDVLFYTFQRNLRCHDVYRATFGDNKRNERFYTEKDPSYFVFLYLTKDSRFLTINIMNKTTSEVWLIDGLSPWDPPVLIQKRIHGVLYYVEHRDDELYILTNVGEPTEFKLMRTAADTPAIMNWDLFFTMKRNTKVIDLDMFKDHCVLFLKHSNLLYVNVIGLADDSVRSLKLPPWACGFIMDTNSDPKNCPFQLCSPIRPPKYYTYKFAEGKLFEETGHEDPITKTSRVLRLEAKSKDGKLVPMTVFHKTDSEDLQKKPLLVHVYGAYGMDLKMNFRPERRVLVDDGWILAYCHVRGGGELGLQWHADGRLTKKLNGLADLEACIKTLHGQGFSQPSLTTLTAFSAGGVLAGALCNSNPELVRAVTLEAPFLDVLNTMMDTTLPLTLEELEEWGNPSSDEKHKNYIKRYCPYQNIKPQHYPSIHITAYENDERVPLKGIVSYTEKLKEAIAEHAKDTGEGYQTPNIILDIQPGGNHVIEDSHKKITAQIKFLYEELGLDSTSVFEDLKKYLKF
PP5 primary: PP5 (human) phosphatase inhibition. inhibition, % at 6.7 µM. purified PP5c, OMFP substrate fluorescence. AID 1987. hit rate 0.18% among 320,000;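 active = inhibition above the campaign's mean inhibition across all tested compounds plus 3 SD, cut at about 9.5% in these data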;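 also: 0% = DMSO only and 100% = 100 µM cantharidin control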
CTSL1 counter: counter-screen for PFM18AAP inhibitors: inhibitors of F. hepatica cathepsin L1; hit rate 0.49% among 300,000; inhibition, % at 5.96 µM; recombinant F. hepatica cathepsin L1, Z-Leu-Arg-MCA fluorescence;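 active = inhibition above the mean of all tested compounds plus 3 SD, set per screening campaign, cut at about 17% in these data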;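 also: 0% = plate median of test compound wells and 100% = 1 µM Z-Phe-Ala-diazomethylketone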
Efflux pump inh: antifungal efflux pump inhibition, Nile Red retention; S. cerevisiae Candida pump triplex; inhibition, % at 10 µM; hit rate 0.44% among 330,000;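 active = plate passing quality check with inhibition over a set limit, or well fluorescence over plate mean plus 4 SD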;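 also: Nile Red retained in pooled yeast measured as flow cytometry median fluorescence; 0% = buffer negative control and 100% = Enniatin B positive control; higher means more Nile Red kept so more efflux inhibition; some compounds called inactive have numbers as strong as hits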
EBNA-1 inh: blocks EBNA-1 binding to DNA. inhibition, % at 14.8 µM. hit rate 0.34% among 300,000. EBNA-1 DNA binding, fluorescence polarization; in the data active = inhibition above about 28%
PP1 counter: counter-screen for PP5 inhibitors: inhibitors of human PP1-alpha. hit rate 0.9% among 320,000. inhibition, % at 6.7 µM. purified PP1alpha, OMFP fluorescence. P62136;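 active = inhibition above the mean inhibition of all tested compounds plus 3 SD, computed separately for each screening campaign, cut at about 15% in these data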
TPT1 inhibitor: inhibitors of Candida albicans tRNA 2'-phosphotransferase TPT1; recombinant caTPT1, FP RNA substrate dephosphorylation; inhibition, % at 5 µM; AID 1962; hit rate 0.81% among 300,000;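 active = inhibition above the mean of all tested compounds plus 3 SD, set per screening campaign, cut at about 24% in these data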;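 also: plate controls were DMSO alone for no effect and ferristatin control at 100 nM for full effect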
core dimer inh: HCV core protein dimerization inhibition. TR-FRET GST/Flag-core106 dimerization, 1536-well. inhibition, % at 5 µM. hit rate 0.33% among 300,000;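 active = inhibition above the mean of all tested compounds plus 3 SD, set per screening campaign, cut at about 45% in these data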
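Assay system – GST-tagged and Flag-tagged HCV core protein residues 1-106 · Quantity – core106 proteins, GST 13.5 nM and Flag 17 nM · Benchmarks – unlabelled core106 and no-GST-core106 wells · Read-out basis – percent inhibition of core106 dimerization signal · Detection – time-resolved FRET, ex 340 nm, em 617 and 671 nm · Schedule – 4 h at 22.5 °C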
ZTA DNA inh: ZTA (EBV) inhibition in EBNA-1 counter-screen. hit rate 0.15% among 320,000. P03206. inhibition, % at 11 µM. ZTA-DNA binding, fluorescence polarization; in the data active = inhibition above about 33%
Target sequence (P03206 whole entry, looked up): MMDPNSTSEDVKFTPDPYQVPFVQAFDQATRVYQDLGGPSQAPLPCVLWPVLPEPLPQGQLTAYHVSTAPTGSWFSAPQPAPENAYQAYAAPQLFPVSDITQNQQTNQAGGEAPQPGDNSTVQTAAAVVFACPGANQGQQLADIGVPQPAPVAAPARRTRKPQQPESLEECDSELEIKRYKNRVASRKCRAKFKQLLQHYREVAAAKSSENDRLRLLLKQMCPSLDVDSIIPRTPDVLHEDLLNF
The depositor's hits bear a star. Not all compounds are listed (hit frequency here may not be typical).

`Cn1c(=O)c2cc(S(=O)(=O)Nc3cc(C(=O)O)cc(C(=O)O)c3)ccc2n(C)c1=O` gave PREPL inh 9, PP5 primary -3.9, CTSL1 counter -2, Efflux pump inh 0.0, EBNA-1 inh -6, PP1 counter -4, TPT1 inhibitor -2, core dimer inh 7 and ZTA DNA inh 6.
`O=C(COc1cc(Cl)ccc1Cl)Nc1ccc2c(c1)CCC2` gave PREPL inh -89, PP5 primary 3.1, CTSL1 counter -1, Efflux pump inh 0.1, EBNA-1 inh 10, PP1 counter 2, TPT1 inhibitor 3, core dimer inh -1 and ZTA DNA inh -5.
For CC(=O)C1=C(O)C(=O)N(Cc2ccccc2)C1c1ccccc1F (stereo not drawn) the results were PREPL inh 3, PP5 primary 3.1, CTSL1 counter -3, Efflux pump inh 0.1, EBNA-1 inh -4, PP1 counter -1, TPT1 inhibitor -5, core dimer inh 0 and ZTA DNA inh -3.
Nc1nc(=S)[nH]c2c1C1(CCCCC1)Cc1ccccc1-2 was read as PREPL inh -8, PP5 primary -0.1, CTSL1 counter -3, Efflux pump inh 0.8, EBNA-1 inh 13, PP1 counter 1, TPT1 inhibitor -4, core dimer inh 6 and ZTA DNA inh 9.
`COc1ccc(OCC(=O)NNC(=O)c2cccc(C)c2)cc1` gave PREPL inh -1, PP5 primary 5.6, CTSL1 counter -6, Efflux pump inh -0.1, EBNA-1 inh -1, PP1 counter 3, TPT1 inhibitor -1, core dimer inh 0 and ZTA DNA inh -7.
`COC(=O)c1ccc(CSc2nnc(NC(=O)C3CC(=O)N(c4ccc5c(c4)OCCO5)C3)s2)cc1` (stereo not drawn) gave PREPL inh 1, PP5 primary 2.7, CTSL1 counter -1, Efflux pump inh 0.5, EBNA-1 inh -5, PP1 counter 15*, TPT1 inhibitor 2, core dimer inh 24 and ZTA DNA inh 3.
Screening Cc1ccc(C)c(N2CN(Cc3cccnc3)CNC2=S)c1 returned PREPL inh 5, PP5 primary 3.7, CTSL1 counter -1, Efflux pump inh 0.4, EBNA-1 inh -4, PP1 counter -4, TPT1 inhibitor 3, core dimer inh -7 and ZTA DNA inh 8.
For c1coc(C2=Nc3cccc4cccc(c34)N2)c1 the results were PREPL inh 38, PP5 primary 0.7, CTSL1 counter -3, Efflux pump inh -0.3, EBNA-1 inh -15, PP1 counter 0, TPT1 inhibitor 1, core dimer inh -28 and ZTA DNA inh -15.
`Nc1ccccc1NC(=O)NC(=O)c1ccccc1` gave PREPL inh -5, PP5 primary 0.6, CTSL1 counter -1, Efflux pump inh -0.1, EBNA-1 inh 0, PP1 counter 0, TPT1 inhibitor -3, core dimer inh -7 and ZTA DNA inh 8.
`Cn1c(=O)n(C)c2cc([N+](=O)[O-])c(N3CCN(S(=O)(=O)c4ccc5ccccc5c4)CC3)cc21` gave PREPL inh 11, PP5 primary 0.8, CTSL1 counter 1, Efflux pump inh -0.1, EBNA-1 inh 4, PP1 counter -1, TPT1 inhibitor -3, core dimer inh 16 and ZTA DNA inh -2.
COc1ccc(CN2CCC(N3CC(C)OC(C)C3)CC2)c(OC)c1OC (stereo not drawn) was read as PREPL inh -2, PP5 primary 2.3, CTSL1 counter -6, Efflux pump inh 0.1, EBNA-1 inh -2, PP1 counter -3, TPT1 inhibitor 1, core dimer inh -20 and ZTA DNA inh 9.
CC(C)Oc1ccc(C(=O)NCc2cccnc2)cc1 was read as PREPL inh 2, PP5 primary 0.9, CTSL1 counter -1, Efflux pump inh -0.1, EBNA-1 inh -13, PP1 counter 7, TPT1 inhibitor 3, core dimer inh 4 and ZTA DNA inh 2.
For CN(C)/C=C(\C#N)C(=O)Nc1ccc(F)c(Cl)c1 the results were PREPL inh 0, PP5 primary 1.6, CTSL1 counter 0, Efflux pump inh -0.1, EBNA-1 inh 2, PP1 counter -5, TPT1 inhibitor 3, core dimer inh 4 and ZTA DNA inh 4.
`NC(=O)C1CCN(S(=O)(=O)Cc2ccccc2Cl)CC1` gave PREPL inh 2, PP5 primary 0.6, CTSL1 counter 0, Efflux pump inh -0.1, EBNA-1 inh -9, PP1 counter -3, TPT1 inhibitor -3, core dimer inh 1 and ZTA DNA inh 12.
`CC(C)(C)[C@H]1CCC(=O)N([C@H](CN=[N+]=[N-])Cc2ccccc2)CC1` gave PREPL inh 2, PP5 primary -2.9, CTSL1 counter -4, Efflux pump inh 0.0, EBNA-1 inh -4, PP1 counter 9, TPT1 inhibitor -7, core dimer inh -1 and ZTA DNA inh -25.
For Cc1nnc(SCC(=O)Nc2c(C)n(C)n(-c3ccccc3)c2=O)n1Cc1ccccc1 the results were PREPL inh -2, PP5 primary -0.5, CTSL1 counter -4, Efflux pump inh 0.0, EBNA-1 inh 1, PP1 counter -3, TPT1 inhibitor -3, core dimer inh -5 and ZTA DNA inh -4.
Screening CSc1ccccc1C(=O)N1CCN(S(=O)(=O)c2sc(C(=O)O)c(C)c2C(=O)O)CC1 returned PREPL inh 10, PP5 primary -0.7, Efflux pump inh 0.1, PP1 counter 4 and ZTA DNA inh 1.
Screening Cc1cccc2sc(NC(=O)C3=NN(c4ccccc4)C(=O)CC3)nc12 returned PREPL inh 26, PP5 primary 2.5, CTSL1 counter 0, Efflux pump inh 0.0, EBNA-1 inh -7, PP1 counter -6, TPT1 inhibitor 2, core dimer inh 8 and ZTA DNA inh -3.
CCn1c(SCCC(=O)Nc2ccccc2)nnc1-c1ccc(OC)cc1 was read as PREPL inh 25, PP5 primary -1.6, CTSL1 counter 3, Efflux pump inh 0.1, EBNA-1 inh -4, PP1 counter -5, TPT1 inhibitor 6, core dimer inh 0 and ZTA DNA inh 18.
For CC(C)(C)NC(=O)NC(=O)COC(=O)CNS(=O)(=O)c1ccc(Br)cc1Cl the results were PREPL inh 9, PP5 primary -0.3, CTSL1 counter -12, Efflux pump inh -0.1, EBNA-1 inh 12, PP1 counter -2, TPT1 inhibitor -1, core dimer inh -1 and ZTA DNA inh 6.
`O=C(COC(=O)c1n[nH]c2ccccc12)Nc1ccc([N+](=O)[O-])cc1` gave PREPL inh 7, PP5 primary 1.9, CTSL1 counter -1, Efflux pump inh 0.0, EBNA-1 inh -7, PP1 counter 9, TPT1 inhibitor 2, core dimer inh 9 and ZTA DNA inh -1.
`CN1CCCC(OC(=O)COc2ccccc2)C1` (stereo not drawn) gave PREPL inh 17, PP5 primary -2.6, CTSL1 counter -4, Efflux pump inh 0.0, EBNA-1 inh 4, PP1 counter 0, TPT1 inhibitor 1, core dimer inh -7 and ZTA DNA inh -23.
`C=CCn1c(=S)sc2c(=O)[nH]cnc21` gave PREPL inh -5, PP5 primary -0.6, CTSL1 counter -2, Efflux pump inh 0.2, EBNA-1 inh 26, PP1 counter -4, TPT1 inhibitor -1, core dimer inh -2 and ZTA DNA inh -5.
O=C(NNc1ncnc2c1cnn2-c1ccccc1)c1ccco1 was read as PREPL inh 0, PP5 primary -3.0, CTSL1 counter -2, Efflux pump inh 0.0, EBNA-1 inh 8, PP1 counter -5, TPT1 inhibitor -2, core dimer inh 1 and ZTA DNA inh 17.
`CC(=O)Nc1ccc(N2C(=O)CSC2c2ccc(F)cc2)cc1` (stereo not drawn) gave PREPL inh 8, PP5 primary 1.2, CTSL1 counter 7, Efflux pump inh 0.1, EBNA-1 inh 8, PP1 counter 2, TPT1 inhibitor 0, core dimer inh -5 and ZTA DNA inh -7.
`O=C(Cn1nnc(-c2ccccc2)n1)NNC(=O)c1ccc(Br)cc1` gave PREPL inh -9, PP5 primary -1.7, CTSL1 counter -5, Efflux pump inh 0.0, EBNA-1 inh 3, PP1 counter -3, TPT1 inhibitor -4, core dimer inh -2 and ZTA DNA inh 11.
For Cc1ccc(NC(=O)C23CCC(C)(C(=O)[C@H]2Br)C3(C)C)cc1 (stereo partly drawn) the results were PREPL inh 2, PP5 primary 0.1, CTSL1 counter 0, Efflux pump inh -0.1, EBNA-1 inh 13, PP1 counter -2, TPT1 inhibitor -2, core dimer inh 0 and ZTA DNA inh 2.
`O=C(NCc1ccncc1)c1c(F)c(F)c(F)c(F)c1F` gave PREPL inh 1, PP5 primary 0.0, CTSL1 counter -7, Efflux pump inh 0.2, EBNA-1 inh -3, PP1 counter -5, TPT1 inhibitor 7, core dimer inh -1 and ZTA DNA inh -4.
Fc1cnc(N2CCOCC2)nc1N1CCOCC1 was read as PREPL inh 7, PP5 primary 0.6, CTSL1 counter -1, Efflux pump inh 0.1, EBNA-1 inh -4, PP1 counter -7, TPT1 inhibitor 3, core dimer inh -4 and ZTA DNA inh -9.
COc1cc(C)c(Br)cc1S(=O)(=O)NCc1ccccc1 was read as PREPL inh 7, PP5 primary 1.6, CTSL1 counter -3, Efflux pump inh 0.1, EBNA-1 inh 0, PP1 counter -1, TPT1 inhibitor 2, core dimer inh -7 and ZTA DNA inh -3.
`CCOC(=O)N1CCC(N(CCCOC)C(=O)Nc2ccc(CC)cc2)CC1` gave PREPL inh 4, PP5 primary 0.7, CTSL1 counter 2, Efflux pump inh 0.2, EBNA-1 inh -1, PP1 counter -1, TPT1 inhibitor 0, core dimer inh -3 and ZTA DNA inh 3.
Screening Cn1c(=O)n(C/C=C/c2ccccc2)c(=O)c2c1nc1n2CCCN1Cc1ccccc1 returned PREPL inh 29, PP5 primary 3.0, CTSL1 counter 4, Efflux pump inh 0.2, EBNA-1 inh -5, PP1 counter 5, TPT1 inhibitor 2, core dimer inh 4 and ZTA DNA inh 3.
`CC(Oc1ccc(Cl)cc1Cl)C(=O)Nc1ccc(S(=O)(=O)Nc2cnc3ccccc3n2)cc1` (stereo not drawn) gave PREPL inh -61, PP5 primary 6.8, CTSL1 counter 5, Efflux pump inh 0.3, EBNA-1 inh 0, PP1 counter 7, TPT1 inhibitor -2, core dimer inh 32 and ZTA DNA inh 20.
`Cc1occc1C(=O)NNC(=O)CN1C(=O)NC(C)(c2ccccc2)C1=O` (stereo not drawn) gave PREPL inh -6, PP5 primary -1.7, CTSL1 counter -28, Efflux pump inh 0.1, EBNA-1 inh 5, PP1 counter -6, TPT1 inhibitor -5, core dimer inh -2 and ZTA DNA inh -3.

Some of these compounds in order of formula weight, falling:
`O=C(Cn1nnc(-c2ccccc2)n1)NNC(=O)c1ccc(Br)cc1` gave PREPL inh -9, PP5 primary -1.7, CTSL1 counter -5, Efflux pump inh 0.0, EBNA-1 inh 3, PP1 counter -3, TPT1 inhibitor -4, core dimer inh -2 and ZTA DNA inh 11.
`CCOC(=O)N1CCC(N(CCCOC)C(=O)Nc2ccc(CC)cc2)CC1` gave PREPL inh 4, PP5 primary 0.7, CTSL1 counter 2, Efflux pump inh 0.2, EBNA-1 inh -1, PP1 counter -1, TPT1 inhibitor 0, core dimer inh -3 and ZTA DNA inh 3.
For Cc1ccc(NC(=O)C23CCC(C)(C(=O)[C@H]2Br)C3(C)C)cc1 (stereo partly drawn) the results were PREPL inh 2, PP5 primary 0.1, CTSL1 counter 0, Efflux pump inh -0.1, EBNA-1 inh 13, PP1 counter -2, TPT1 inhibitor -2, core dimer inh 0 and ZTA DNA inh 2.
Fc1cnc(N2CCOCC2)nc1N1CCOCC1 was read as PREPL inh 7, PP5 primary 0.6, CTSL1 counter -1, Efflux pump inh 0.1, EBNA-1 inh -4, PP1 counter -7, TPT1 inhibitor 3, core dimer inh -4 and ZTA DNA inh -9.
`C=CCn1c(=S)sc2c(=O)[nH]cnc21` gave PREPL inh -5, PP5 primary -0.6, CTSL1 counter -2, Efflux pump inh 0.2, EBNA-1 inh 26, PP1 counter -4, TPT1 inhibitor -1, core dimer inh -2 and ZTA DNA inh -5.

Screening results deposited in PubChem BioAssay by several laboratories.
